Compound activity (PubChem BioAssay)
Mtb UGM inh = inhibitors of M. tuberculosis UDP-galactopyranose mutase | AID 504406 | 320,000 compounds, 0.06% hits | purified UGM, fluorescence polarization probe displacement | inhibition, % at 10 µM; in the data active = inhibition above about 10%, passing the limit was not always enough
Target sequence (P9WIQ1 whole entry, looked up): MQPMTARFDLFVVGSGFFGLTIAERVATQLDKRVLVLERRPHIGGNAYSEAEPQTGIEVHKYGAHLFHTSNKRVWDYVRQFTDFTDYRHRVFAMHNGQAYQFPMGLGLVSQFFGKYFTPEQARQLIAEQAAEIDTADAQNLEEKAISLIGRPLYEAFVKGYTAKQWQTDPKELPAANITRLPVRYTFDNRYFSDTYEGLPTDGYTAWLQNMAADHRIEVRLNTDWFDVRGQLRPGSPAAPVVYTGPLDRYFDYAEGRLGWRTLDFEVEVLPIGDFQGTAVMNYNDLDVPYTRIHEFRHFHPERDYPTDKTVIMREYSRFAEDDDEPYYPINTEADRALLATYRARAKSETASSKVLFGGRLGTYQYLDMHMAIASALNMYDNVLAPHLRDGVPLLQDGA
FBA Mtb inh = Mtb fructose-bisphosphate aldolase inhibition | P9WQA3 | purified M. tuberculosis FBA, fluorescence read-out | inhibition, % at 1 µM | 360,000 compounds, 2.3% hits | AID 588726; in the data active = inhibition above about 27%;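 note: 0% = vehicle and 100% = reference inhibitor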
Target sequence (P9WQA3 whole entry, looked up): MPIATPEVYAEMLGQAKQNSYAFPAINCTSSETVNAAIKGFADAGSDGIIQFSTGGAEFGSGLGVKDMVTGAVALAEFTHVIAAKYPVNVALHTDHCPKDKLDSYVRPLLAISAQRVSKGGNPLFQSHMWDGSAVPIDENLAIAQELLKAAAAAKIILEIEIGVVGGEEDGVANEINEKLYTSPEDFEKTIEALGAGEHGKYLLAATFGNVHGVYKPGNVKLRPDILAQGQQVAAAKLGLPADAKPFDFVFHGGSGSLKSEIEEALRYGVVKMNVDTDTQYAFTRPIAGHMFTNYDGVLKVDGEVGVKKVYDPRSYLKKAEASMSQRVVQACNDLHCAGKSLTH
MazF activator = increases E. coli MazEF RNase cleavage of RNA; P0AE70; FAM/BHQ RNA-DNA oligo cleavage fluorescence, 5 h; activation, % at 20 µM; 350,000 compounds, 0.32% hits; AID 504720; in the data active = activation above about 50%
GDH-TPI inh = GDH-TPI coupled enzyme inhibition counter-screen; GDH-TPI coupled enzyme counterscreen, NADH absorbance; inhibition, % at 4.8 µM; 360,000 compounds, 1.2% hits; in the data active = inhibition above about 30%;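 note: 0% = DMSO wells and 100% = wells lacking the enzyme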
BH1578 lux ind = quorum light induction in luxS cqsA deficient V. cholerae | AID 588436 | V. cholerae BH1578 lux reporter, luminescence, 6 h | activation, % at 18.7 µM | 350,000 compounds, 0.16% hits; in the data active = activation mostly above about 9.7%, no sharp cut-off; note: not every result past the cut was called active; inactives centre near 0; reference of the scale not given here
Rv3671c protease = inhibitors of M. tuberculosis serine protease Rv3671c; P9WHR9; inhibition, % at 5.96 µM; 320,000 compounds, 0.048% hits; in the data active = inhibition above about 38%;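 note: extracellular domain of Rv3671c used as enzyme; 0% = enzyme with DMSO and 100% = no enzyme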
SARS 3CLpro inh = SARS-CoV 3CLpro protease inhibition | P0C6X7 | 290,000 compounds, 0.14% hits | AID 1706 | inhibition, % at 6 µM | recombinant SARS-CoV 3CLpro, quenched FRET peptide cleavage; in the data active = inhibition above about 12%
VHR inh abs = inhibitors of human VHR1 phosphatase (DUSP3); P51452; recombinant VHR phosphatase, pNPP absorbance; inhibition, % at 13.3 µM; 290,000 compounds, 0.52% hits; AID 1654; in the data active = inhibition above about 50%; note: some compounds called inactive have numbers as strong as hits
Target sequence (P51452 whole entry, looked up): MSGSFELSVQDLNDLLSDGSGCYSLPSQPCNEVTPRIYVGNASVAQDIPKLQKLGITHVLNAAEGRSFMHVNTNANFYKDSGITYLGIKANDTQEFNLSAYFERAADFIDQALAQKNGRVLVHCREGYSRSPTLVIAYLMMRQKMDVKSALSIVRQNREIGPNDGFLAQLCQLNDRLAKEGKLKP
SSB-PriA inh = K. pneumoniae PriA-SSBct interaction inhibition. AlphaScreen SSBct-PriA binding, biotinylated peptide. inhibition, % at 33 µM. 430,000 compounds, 0.6% hits. AID 1272365; in the data active = inhibition mostly above about 37%, no sharp cut-off; inactive = mostly below about 20%;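 note: plate controls were negative control peptide for no effect and reference peptide for full effect; strong numbers were not always called active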
Mtb BioA inh = blocks M. tuberculosis BioA enzyme activity; purified M. tuberculosis BioA enzyme, plate reader; inhibition, % at 9.99 µM; 360,000 compounds, 0.096% hits; AID 602481; in the data active = inhibition above about 40%
* hit, by the source's call; i = inactive; . = not tested or not shown; + = active, no number; & = joins results of further samples. Not all compounds are listed; the hit share may differ from the screen's.

Molecule	Mtb UGM inh	FBA Mtb inh	MazF activator	GDH-TPI inh	BH1578 lux ind	Rv3671c protease	SARS 3CLpro inh	VHR inh abs	SSB-PriA inh	Mtb BioA inh
COP(=O)(OC)c1nc(-c2cccc3ccccc23)oc1NCCc1ccccc1	1.1	+	-7.7	13.7	-0.3	-2.5	-1.4	1.9	-10.2	.
CSc1ccc(/C=N/N(C)S(=O)(=O)c2ccc(C)cc2)cc1	5.3	-1.7	-2.1	6.0	-0.5	-19.7	0.4	13.3	.	-1.1
O=C(Nc1cc(-c2ccccc2)[nH]n1)c1ccc(Cl)cc1	1.2	2.5	5.1	-5.4	-0.8	-6.4	-2.8&4.2	-7.8&-4.4	-7.4	0.1
CCOC(=O)c1ccc2c(c1)n(CC)c(/C=C/N(C)c1ccccc1)[n+]2CC	-1.3	1.8	11.6	23.5	-0.3	2.2	-3.1	7.8	-7.2	4.2
O=C(CSc1nnc(Nc2ccccc2)s1)NC1CCCC1	-0.1	5.9	4.2	18.2	i	0.9	.	.	-7.4	-2.8
C/C(=N/Nc1ncc(Br)cn1)c1ccc([N+](=O)[O-])cc1	1.4	-2.8	9.7	22.9	1.6	-0.2	-3.0	17.9	.	0.4
CCN(CC)CCN1C(=O)C(=O)/C(=C(/O)c2ccncc2)C1c1ccccc1F (centres undefined)	1.7	5.7	-3.9	13.6	-1.5	2.6	0.2	-7.7	.	-0.1
Cc1ccc(N2CC(NS(=O)(=O)c3cccs3)CC2=O)cc1 (centres undefined)	-0.9	-1.3	-3.9	3.5	i	0.8	.	.	-2.4	-1.0
COC(=O)c1ccccc1NC(=O)c1sc(N)nc1C	4.1	0.8	-3.8	17.9	-0.5	1.2	4.0	0.3	-9.2	-0.5
O=C(NNC(=S)NCCc1ccccc1)c1ccc(Br)s1	0.0	-7.5	-8.0	3.7	-0.5	1.6	4.4	2.1	0.4	.

2 compounds from above with just GDH-TPI inh.
SMILES	GDH-TPI inh
Cc1ccc(N2CC(NS(=O)(=O)c3cccs3)CC2=O)cc1 (centres undefined)	3.5
O=C(Nc1cc(-c2ccccc2)[nH]n1)c1ccc(Cl)cc1	-5.4

The results go on.
Molecule	Mtb UGM inh	FBA Mtb inh	MazF activator	GDH-TPI inh	BH1578 lux ind	Rv3671c protease	SARS 3CLpro inh	VHR inh abs	SSB-PriA inh	Mtb BioA inh
COc1ccc(CCNC(=S)N2CCN(S(=O)(=O)c3ccc(C)cc3)CC2)cc1	0.0	-0.7	-11.3	-6.5	-0.7	5.8	.	.	-10.3	.
CC(Sc1nc2ccccc2c(=O)n1CC1CCCO1)C(=O)Nc1ccc(S(N)(=O)=O)cc1 (centres undefined)	-1.4	1.6	-0.9	-2.9	i	-1.5	.	.	1.3	-3.6
CCC(CO)Nc1ccc([N+](=O)[O-])c2cccnc12 (centres undefined)	-1.9	-36.4	4.9	20.6	-0.3	-2.4	1.9	34.2	12.0	4.8
COc1cc(C(=O)OC2C[C@H]3CC[C@@H](C2)N3C)ccc1O (some centres undefined)	2.8	4.2	1.9	14.0	-5.6	.	-2.3	61.5	-0.8	-0.8
CCOC(=O)c1c(-c2ccc(OC)cc2)csc1NC(=O)CSc1ccccc1	1.7	3.3	-1.9	6.6	4.5	-18.6	-2.0	24.3	-5.2	-1.9
O=C(CN1CCN(c2ncccn2)CC1)N1CCCc2c1c(=O)oc1ccc(O)cc21	-1.5	-1.6	8.9	15.5	-0.4	2.7	3.0	22.3	-9.2	0.9
CCOc1cc(CNCCSc2nnnn2C)cc(Br)c1OCc1ccccc1	1.2	1.5	7.9	-7.2	-0.2	-5.0	5.8	29.6	-14.0	.
O=C(NCc1cccc(Br)c1)C1CC2Cn3c(nc4ccccc43)C2N1c1ccccc1 (centres undefined)	5.9	1.2	-9.3	0.0	i	-10.2	.	.	-3.4	-0.7
O=C(O)c1ccccc1-c1ccc(/C=C/c2cc(C(F)(F)F)[nH]c(=O)n2)o1	.	0.7	745.0*	4.3	-0.5	.	-27.8	20.4	-10.2	.
CCc1nc2c(OCc3ccc(C(F)(F)F)cc3)cccn2c1N(C=O)Cc1ccc(OC)cc1	.	-1.5	.	-2.6	i	.	.	.	.	-0.1
O=C(CSc1nc2ccccc2c(=O)n1NC(=O)c1ccccc1)c1ccc(Cl)cc1	-0.8	1.1	2.7	6.5	-2.8	-31.3	3.7	28.7	4.4	12.5
CCOc1ccc2oc(C(=O)N3CCN(c4ccccc4OCC)CC3)c(C)c2c1	7.8	1.6	-2.7	-4.6	-0.4	-12.3	.	.	4.0	.
Clc1ccc(OCCNCCc2ccccc2)cc1	5.8	-0.6	8.1	6.2	i	-1.8	1.1	5.8	-6.5	2.3
CC(C)(C)c1ccc(C(=O)NCCC(=O)N2CCC3(CC2)NCCc2[nH]cnc23)cc1	-2.7	-1.8	-0.7	5.0	i	-7.0	1.9	-7.2	4.7	-2.2
Cc1cccc(/C(N)=N/OC(=O)C23CC4CC(CC(C4)C2)C3)c1	0.2	-0.1	5.4	1.8	-0.3	-9.7	-3.0	39.0	.	.
O=C(Nc1cccc(Cl)c1N1CCCCC1)c1ccc(N2CCOCC2)c([N+](=O)[O-])c1	-0.2	0.0	-4.2	5.2	-0.4	-2.5	-1.7	-7.8	-0.7	-1.4
CN(C)/C=C(\C#N)C(=O)N/N=C/c1ccc(F)cc1	-2.0	0.3	3.7	6.8	-0.1	1.8	-2.8	-2.6	.	.
CCN1CCc2c(sc(NC(=O)c3ccc(S(=O)(=O)N4CCCCCC4)cc3)c2C(=O)NC)C1	-1.0	-1.1	-288.8	3.1	-0.7	-5.5	-0.2	-9.4	-14.3	-3.2
CCCC(=O)N/C(N)=N/c1nc(C)c2cc(C)ccc2n1	-2.5	3.9	4.7	5.9	i	-2.0	2.4	-9.2	.	-1.8
O=C1CCCCC1Nc1ccc(Br)cc1 (centres undefined)	.	-1.0	-0.3	8.7	-0.8	.	.	.	-16.8	.
CCOC(=O)c1cnc(SCC(=O)Nc2ccccc2C(=O)OC)nc1N	3.6	-3.0	-1.7	-0.3	2.1	2.1	2.7	8.9	-11.4	19.5
CCCCN(CCCC)CCn1cnc2c([nH]c3ccc(OC)cc32)c1=O	1.2	19.3	6.7	15.3	-0.3	0.4	-2.8	15.1	-6.4	-0.2
CCN(CC)S(=O)(=O)c1cc(NC(=O)[C@@H](NC(N)=O)C(C)C)ccc1C	-1.0	1.2	0.2	3.7	i	6.5	1.4	-2.4	-3.0	.
COc1ccccc1N1CCN(C(=O)CCCCCn2c(=O)[nH]c3ccsc3c2=O)CC1	2.2	3.9	1.7	1.3	1.9	6.9	-2.4	19.7	-0.5	0.8
Cn1c(N)c(C(=O)CSc2nc(C3CC3)n(-c3ccccc3)n2)c(=O)[nH]c1=O	0.2	-0.1	-3.0	4.4	i	-5.7	.	.	3.7	-3.1
O=C(CCCC(=O)NCCc1ccccc1)NCCc1ccccc1	0.6	-3.3	2.3	5.5	2.6	-4.0	-0.9	-1.8	-2.3	.
COc1ccc(/C=C2\SC(=S)N(c3cccnc3)C2=O)cc1	-1.5	-0.4	1.0	3.9	i	3.0	2.8	-0.7	-15.8	.
Cc1c[n+](CC(=O)c2ccccc2)cs1	-0.6	0.3	-27.5	5.5	-2.0	0.2	-2.8	0.1	4.6	-5.2
CC(=O)OC(C(=O)Nc1ccccc1)C(C)S(=O)(=O)c1ccccc1 (centres undefined)	-0.1	2.9	7.5	-6.8	-0.5	2.5	-5.3	-2.5	-2.4	-0.9
COc1ccccc1-c1coc2c(CN(C)C)c(O)ccc2c1=O	0.0	188.3*	5.5	21.9	i	3.8	-4.0	17.9	-1.7	-0.6
COc1ccccc1CNCc1cc(Br)ccc1OC	-1.5	2.1	4.1	1.6	-0.4	0.8	0.6	3.3	-5.9	.
CC(=O)N/N=C(\C)CC(=O)NC(C)(C)C	-0.1	-0.1	-17.5	-5.6	i	-19.9	8.0	16.0	.	.
Cc1cc(C)c(C(N)=O)c(SCC(=O)c2ccc(Cl)cc2)n1	-2.1	-0.5	5.5	5.8	-3.7	-5.3	-1.6	35.3	-4.2	-1.0
CN(NC(=O)NN(C)C(=O)c1ccccc1)C(=O)c1ccccc1	.	4.4	-1.1	12.1	i	.	.	.	-5.9	.
O=C(COC(=O)c1cc(Cl)cc(Cl)c1)NCc1ccco1	-2.8	0.3	-1.8	-0.4	-1.8	8.6	.	.	-14.8	-0.1
Nc1ccc(C23CC4CC(CC(C4)C2)C3)cc1	.	-0.2	6.0	1.6	i	-4.4	5.4	28.2	34.0&-0.5	.
CCc1nnc(NC(=O)CCC(=O)N2CCN(c3cc(Cl)ccc3C)CC2)s1	-1.6	-1.4	4.2	-17.3	-0.4	2.0	6.4	14.0	20.4	4.2
COC(=O)c1sccc1NC(=O)CSc1nnnn1-c1ccccc1C	0.4	2.0	18.2	8.7	.	-11.5	-6.1	-0.5	-3.5	-1.1
O=C(NCCCN1CCOCC1)/C(=C/c1cccs1)NC(=O)c1ccccc1	-0.4	2.2	-1.5	6.0	-0.3	0.2	-1.1	15.8	-5.5	-2.5
CCCS(=O)(=O)c1nc(S(=O)(=O)c2ccc(C)cc2)c(NCCCN2CCOCC2)s1	0.5	-0.6	1.3	10.0	.	2.2	-0.1	21.7	8.2	-0.1

Complete entries as entered above. Screens in order: Mtb UGM inh | FBA Mtb inh | MazF activator | GDH-TPI inh | BH1578 lux ind | Rv3671c protease | SARS 3CLpro inh | VHR inh abs | SSB-PriA inh | Mtb BioA inh
COc1ccccc1CNCc1cc(Br)ccc1OC across the screens: -1.5 | 2.1 | 4.1 | 1.6 | -0.4 | 0.8 | 0.6 | 3.3 | -5.9 | .
O=C(NCCCN1CCOCC1)/C(=C/c1cccs1)NC(=O)c1ccccc1 across the screens: -0.4 | 2.2 | -1.5 | 6.0 | -0.3 | 0.2 | -1.1 | 15.8 | -5.5 | -2.5
CCCS(=O)(=O)c1nc(S(=O)(=O)c2ccc(C)cc2)c(NCCCN2CCOCC2)s1 across the screens: 0.5 | -0.6 | 1.3 | 10.0 | . | 2.2 | -0.1 | 21.7 | 8.2 | -0.1

Additional compounds
Molecule	Mtb UGM inh	FBA Mtb inh	MazF activator	GDH-TPI inh	BH1578 lux ind	Rv3671c protease	SARS 3CLpro inh	VHR inh abs	SSB-PriA inh	Mtb BioA inh
CN1CCN(S(=O)(=O)c2ccc(NC(=O)C(C)(C)C)cc2)CC1	-1.1	-1.5	7.7	2.8	i	6.5	-2.6	9.9	-14.1	-0.4
COc1cccc(NC(=O)Cn2nnc(-c3ccccc3N)n2)c1	3.5	0.1	0.1	8.3	-1.9	-10.5	-5.4	5.5	10.8	1.7
O=C(CN1CC[n+]2c(-c3cccs3)csc21)c1ccc(Br)cc1	0.3	1.7	4.5	-3.1	-0.3&5.6	-12.4	3.1	7.3	0.6	-2.4
O=C(N/N=C/c1cccs1)c1cc(-c2ccncc2)nc2ccccc12	0.2	-1.9	11.0	10.9	-0.2	-21.8	-1.8	-1.5	.	.
CCCC[C@H](CC(=O)c1ccccc1)[C@@H](OC(C)=O)C(=O)Oc1c(C(C)C)cccc1C(C)C	3.3	-0.9	-2.8	3.6	-0.4	-8.7	.	.	-1.9	-1.6
CCN1CCN(C2=CC3=CC(=C(C#N)C#N)CCC3CC2)CC1 (centres undefined)	.	-13.3	+	-2.2	-1.7	.	-80.8	-6.4	-13.9	.
Cc1nc(NC(=S)NC(=O)COc2ccccc2Cl)ccc1Br	0.5	0.3	-7.8	0.0	-0.1	-9.2	-3.5	-1.6	1.7	.
